# KAT2A inh – qHTS Assay for Inhibitors of GCN5L2; GCN5L2 HAT assay, ThioGlo1 CoA-SH fluorescence; Histone acetyltransferase KAT2A (Homo sapiens), Q92830; 390,000 compounds, 0.21% hits; Potency, µM (titrated, usually from 58.9 µM), without a hit: top-dose activity change, negative = inhibition, hits mostly inhibitors
#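 GCN5L2 (20 nM) in 50mM HEPES pH 7.5, 0.1mM EDTA, 0.01% Tween-20 preincubated 15 min with compounds at room temperature. Reaction started with H3(1-25) 75uM, acetyl-CoA 70uM, ThioGlo1 50uM; CoA-thiol fluorescence (Ex340/Em540) read at 0 and 20 min.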
# DT40 TDP1 no CPT – qHTS for Inhibitors of human tyrosyl-DNA phosphodiesterase 1 (TDP1): qHTS in cells in absence of CPT; Potency, µM (doses to about 46.2 µM), for the others: at the top dose activity change, negative = growth inhibition, most hits filed as inhibitors; DT40 Tdp1-/- hTDP1 cells, no CPT, ATP luminescence, 48 h; 420,000 compounds, 15% hits; AID 686978, 2013; further: nearly all actives have a fitted effect of over 55% in size
#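 Growth kinetics read by CellTiter-Glo luminescence after ≥48 hr at 37 °C. Cells: DT40 Tdp1-/- stably carrying human TDP1, 400 per well, compound exposure in the absence of CPT (DMSO vehicle).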
# TDP1 inh – qHTS Assay for Inhibitors of Tyrosyl-DNA Phosphodiesterase (TDP1). Tyrosyl-DNA phosphodiesterase 1 (Homo sapiens), Q9NUW8. recombinant TDP1, AlphaScreen DNA substrate cleavage. Potency, µM (series often up to 130 µM), for the others: at the highest dose activity change, negative = inhibition, usual class: inhibitors. 350,000 compounds, 0.28% hits; further: nearly all actives have a fitted effect of over 40% in size
# Target sequence (Q9NUW8 whole entry, looked up): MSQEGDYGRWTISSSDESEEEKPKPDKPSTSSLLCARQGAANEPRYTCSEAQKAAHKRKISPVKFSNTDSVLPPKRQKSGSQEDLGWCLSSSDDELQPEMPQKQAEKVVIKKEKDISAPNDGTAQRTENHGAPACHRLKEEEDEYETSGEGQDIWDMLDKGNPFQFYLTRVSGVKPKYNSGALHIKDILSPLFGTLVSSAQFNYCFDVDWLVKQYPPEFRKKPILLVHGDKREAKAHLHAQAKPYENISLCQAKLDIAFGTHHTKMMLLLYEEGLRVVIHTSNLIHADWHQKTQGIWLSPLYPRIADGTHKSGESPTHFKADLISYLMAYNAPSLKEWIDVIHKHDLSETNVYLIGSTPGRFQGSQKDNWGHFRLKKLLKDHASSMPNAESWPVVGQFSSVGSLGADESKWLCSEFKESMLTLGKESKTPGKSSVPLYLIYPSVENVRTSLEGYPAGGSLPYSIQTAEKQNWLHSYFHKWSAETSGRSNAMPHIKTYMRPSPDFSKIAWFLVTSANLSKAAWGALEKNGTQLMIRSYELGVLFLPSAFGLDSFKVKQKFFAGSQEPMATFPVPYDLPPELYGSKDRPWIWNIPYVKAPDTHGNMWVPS
#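 Tdp1 1 nM final; 15 min RT w/ cpd; substrate 15 nM, 5 min; beads 10 ug/ml, 10 min; AlphaScreen read. Neg ctrl: no enzyme.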
# * marks the source's active call; other numbers are inactive results; ? = inconclusive; . = not tested or not shown; & = joins results of further samples; [ ] = dose if it differs, or a comment. The call rests on the fitted dose curve; in most records, active means well fitted curve in the direction sought with a large enough effect; inconclusive means small, poorly fitted or top-dose-only effect, or another doubt; inactive means no such curve, though single readings can be large; an effect the other way counts as inactive or inconclusive. On the % scale 0 is the no-effect control and ±100 the full control effect; potency means the concentration at half of the fitted maximal effect.
# The first 4 entries (preview)
# Results follow in this order: DT40 TDP1 no CPT, KAT2A inh, TDP1 inh
CC1(C)Cc2c(sc3nc(SCC(=O)NCc4ccccc4)n(-c4ccccc4)c(=O)c23)CS1
 : -5%, -8%, 4%
Nc1ccc(Br)cc1Br
 : 17%, -22%, 4%
Cc1cccc(CSc2ncccc2C(=O)O)c1
 : -25%&5%, -20%&1%, -8%&-5%
O=C1C2C3C=CC(C3)C2C(=O)N1CCN1CCN(S(=O)(=O)c2ccc3ccccc3c2)CC1 (stereo unspecified)
 : ?, -1%, -2%

# The list itself, previewed entries included:
# Results follow in this order: DT40 TDP1 no CPT, KAT2A inh, TDP1 inh
CC1(C)Cc2c(sc3nc(SCC(=O)NCc4ccccc4)n(-c4ccccc4)c(=O)c23)CS1
 : -5%, -8%, 4%
Nc1ccc(Br)cc1Br
 : 17%, -22%, 4%
Cc1cccc(CSc2ncccc2C(=O)O)c1
 : -25%&5%, -20%&1%, -8%&-5%
O=C1C2C3C=CC(C3)C2C(=O)N1CCN1CCN(S(=O)(=O)c2ccc3ccccc3c2)CC1 (stereo unspecified)
 : ?, -1%, -2%
O=C(NCC(c1ccco1)N1CCN(c2ccccc2F)CC1)c1ccco1 (stereo unspecified)
 : ?, 0%, .
CC1CCN(C(=O)Nc2cccc(NC(=O)N3CCC(C)CC3)c2)CC1
 : 5.2µM*, -2%, -1%
COc1ccc(NC(=O)COC(=O)c2cc(C)oc2C)cc1OC
 : -3%, 2%, 1%
Cc1ccc(C(=O)Nc2cccc3cccnc23)cc1C
 : ?, -4%, .
C=CCn1c(SCC#N)nc2sc(CC)cc2c1=O
 : -28%, 0%, 3%
CSc1nc(N)nc(SCC(=O)Nc2ccc(Cl)cc2)c1C#N
 : 21µM*, -11%, 3%
Cc1cccc(NCc2ccccc2O)c1C
 : -17%, -1%, 6%
Cc1nc(-c2ccccc2)sc1-c1ccn[nH]1
 : -13%, -2%, 0%
Cc1cc(NC(=O)COc2ccccc2C)ccc1NC(=O)c1ccco1
 : 16µM*, -4%, 15%
O=C(Nc1ccc(F)cc1)N1CCCN(c2nccc(C(F)(F)F)n2)CC1
 : ?, -1%, 6%
Cc1ccc(Cl)cc1NC(=O)Cn1nc(-c2cccs2)ccc1=O
 : 0%, 0%, -12%
O=C(COC(=O)CCC(=O)Nc1nccs1)NCc1ccco1
 : -1%, 0%, 3%
COc1ccc2c(c1OC)C(=O)N(c1ccc(C)cc1)C2
 : -21%, 1%, 7%
CCOc1ccc(C(C)=O)cc1N1C(=O)C2C3C=CC(C3)C2C1=O (stereo unspecified)
 : -6%, 1%, .
CCC(=O)Oc1ccc(C(=O)Nc2c[nH]c(=O)[nH]c2=O)cc1
 : -17%, 1%, 5%
C=CCc1ccccc1Oc1cc(OC)nc(N)n1
 : ?, 2%, -4%
CN(C)CCCNC(=S)N(CCO)Cc1cc2cc3c(cc2[nH]c1=O)OCO3
 : 14%, -14%, .
O=C1CCCC2=C1C(c1ccsc1)CC(=O)N2c1ccccc1F (stereo unspecified)
 : -9%, -7%, 6%
OC(CNCCCN1CCCCC1)COc1ccccc1 (stereo unspecified)
 : ?, -5%, 2%
O=C(CCc1ccccn1)N1CCCC(Nc2cccc(F)c2)C1 (stereo unspecified)
 : 0%, -3%, 2%
Cn1c(SCC(=O)c2c(N)n(C)c(=O)n(C)c2=O)nnc1-c1ccccc1
 : -25%, 0%, 4%
O=C(Cn1c(=O)cnc2ccccc21)Nc1cccc(S(=O)(=O)N2CCOCC2)c1
 : 11%, 1%, 1%
COc1ccccc1CC(=O)N1CCC(n2nccc2NC(=O)C2CCOC2)CC1 (stereo unspecified)
 : 9%, -12%, 2%
S=c1[nH]nc(-c2ccccc2)n1Cc1ccccc1
 : -6%, -1%, 3%
CC(=O)c1cccc(NC(=O)c2ccc(C(=O)Nc3cccc(C(C)=O)c3)nc2)c1
 : -7%, -3%, 3%
O=C(NCc1csc(-c2cccs2)n1)c1cccc(Cl)c1
 : ?, -7%, 3%
CC(=O)c1ccccc1OCCCCN1CCCCC1
 : 0%, 2%, .
Cc1ccccc1N1CCN(Cc2ccc(Br)o2)CC1
 : -30%, -4%, .
CCCCc1ccc(CC2S/C(=C(\C#N)C(=O)N3CCOCC3)N(c3ccccc3)C2=O)cc1 (stereo unspecified)
 : -23%, -2%, 5%
O=C(CCN1C(=O)c2ccccc2C1=O)NCCCn1ccnc1
 : -7%, -11%, 1%
COC(=O)C1=C(CN2CCN(C)CC2)NC(=O)NC1c1cc(C)ccc1C (stereo unspecified)
 : -13%, -1%, 6%
CCOc1cc(Cl)c(S(=O)(=O)NCc2cccnc2)cc1Cl
 : ?, -3%, .
COC(=O)c1cn(Cc2cccnc2)c(=O)c2ccccc12
 : -3%, -2%, 5%
Cc1c(C(Nc2ccccn2)c2ccccc2)c(=O)n(-c2ccccc2)n1C (stereo unspecified)
 : -18%, -1%, -2%
CCC(C)c1ccc(NC(=O)C2CCN(c3ncccn3)CC2)cc1 (stereo unspecified)
 : ?, 1%, 1%
CCOC(=O)c1cnc(SCc2nc(N)nc(Nc3ccc(F)cc3)n2)nc1N
 : ?, -6%, 2%

# Only DT40 TDP1 no CPT, for 3 of the compounds above:
SMILES,DT40 TDP1 no CPT
Cc1ccccc1N1CCN(Cc2ccc(Br)o2)CC1,-30%
CCCCc1ccc(CC2S/C(=C(\C#N)C(=O)N3CCOCC3)N(c3ccccc3)C2=O)cc1 (stereo unspecified),-23%
O=C(CCN1C(=O)c2ccccc2C1=O)NCCCn1ccnc1,-7%

# (more compounds)
# Results follow in this order: DT40 TDP1 no CPT, KAT2A inh, TDP1 inh
NC(=O)C1(N2CCCCC2)CCN(C2CC(=O)N(Cc3ccc(N4CCCC4=O)cc3)C2=O)CC1 (stereo unspecified)
 : -3%, -1%, 0%
COc1ccc(NC(=O)CSC2=Nc3ccccc3C3=NC(CC(=O)NCCc4ccccc4)C(=O)N23)cc1 (stereo unspecified)
 : -14%, -19%, 2%
Cc1ccccc1OCc1nnc(SCC(=O)N2c3ccccc3Sc3ccc(Cl)cc32)o1
 : ?, -16%, 4%
COc1ccc(-c2cc(C(=O)Nc3ccccc3N3CCOCC3)c3ccccc3n2)cc1OC
 : 4.6µM*, -13%, 8%
Cc1c(C(=O)N(C)c2cccc(C(F)(F)F)c2)sc2nc3n(c(=O)c12)CCCCC3
 : 15µM*, ?, 5%
CCOC(=O)C=C(C(=O)OCC)C(=O)OCC
 : 4.6µM*, -1%, .
CCN(C(=O)CN1C(=O)NC2(CCc3ccccc32)C1=O)C1CCCCC1 (stereo unspecified)
 : -17%, 0%, -7%
CCOCCCN1C(=O)CN(C2CCCCC2)C(=O)C1c1ccc(OCC)c(OC)c1 (stereo unspecified)
 : -16%, -10%, 0%
O=C(NCc1csc2ccccc12)Nc1cc(Cl)cc(Cl)c1
 : ?, -7%, 1%
O=[N+]([O-])c1ccc(O)c2cccnc12
 : -11%, -9%, 8%

# As a working copy, part of the list above:
# Results follow in this order: DT40 TDP1 no CPT, KAT2A inh, TDP1 inh
O=C(NCc1csc2ccccc12)Nc1cc(Cl)cc(Cl)c1
 : ?, -7%, 1%
O=[N+]([O-])c1ccc(O)c2cccnc12
 : -11%, -9%, 8%

# Remaining list, next part:
# Results follow in this order: DT40 TDP1 no CPT, KAT2A inh, TDP1 inh
CN(C)c1ccc(/C=N/Nc2ccc(-n3ccnc3)nn2)cc1
 : ?, -5%, .
CCOc1ccc2[nH]c3c(NCC(C)C)ncnc3c2c1
 : 26µM*, -22%, .
O=C(NCC1([N+](=O)[O-])CN(C(=O)c2ccccc2)CN(C(=O)c2ccccc2)C1)c1ccccc1
 : 10%, -1%, 3%
Cc1cc2oc(=O)c(CC(=O)O)c(C)c2c2occ(-c3ccc(F)cc3)c12
 : -4%, -18%, 2%
COc1ccc(C(=O)Nc2ccccc2C(=O)NCc2ccco2)cc1
 : ?, -5%, 7%
COCC(=O)Nc1ccc(C(N)=O)cc1
 : -3%, -9%, 1%
CC(C)(C)n1nc2c(c1NC(=O)Cc1ccccc1)CS(=O)(=O)C2
 : -27%, 2%, 5%
Cn1ncc(C(=O)Nc2ccc(Cl)cc2)c1C(F)(F)F
 : -21%, -3%, 3%
COc1cccc(NC(=O)CC(C)=O)c1
 : -16%, 1%, 6%
CCn1c(SCC(=O)Nc2cccc(F)c2)nnc1-c1cc2cc(Br)ccc2o1
 : -17%, -15%, 4%
COc1ccc(N2CC(NC(=O)C(=O)c3c(C)[nH]c4ccccc34)CC2=O)cc1 (stereo unspecified)
 : -12%, 0%, 5%
CCC(CC)NC(=O)c1ccc2c(c1)OCCO2
 : -18%, -8%, -1%
CC(=O)N1CCc2cc(Br)cc(S(=O)(=O)NCCCN(C)Cc3ccccc3)c21
 : ?, -1%, 0%
CC1Cc2ccccc2N1C(=O)CO/N=C/c1ccc(OC(F)F)cc1 (stereo unspecified)
 : ?, -5%, -7%
CC(C)C(=O)NC(Nc1cccc2cccnc12)C(Cl)(Cl)Cl (stereo unspecified)
 : 13µM*, -1%, 6%
CC(C)CC1CCCCC1OC(=O)CN1CCCCC1 (stereo unspecified)
 : ?, -1%, 4%
CC(=O)c1cccc(NC(=O)C2COc3ccccc3O2)c1 (stereo unspecified)
 : 9%, -1%, .
CCOC(=O)c1c(C)c(C(=O)NCc2ccc(OC)cc2)c(C)n1CC
 : ?, 0%, 3%
Cc1cc(C)c(NC(=O)CSc2nc3ccccc3c3nc(-c4ccccc4)nn23)c(C)c1
 : -1%, -4%, 6%
COc1cccc(CNC(=O)C2CCN(S(=O)(=O)c3cnc[nH]3)CC2)c1
 : -4%, 0%, 3%

# Looked up above:
# TDP1 inh, COc1cccc(CNC(=O)C2CCN(S(=O)(=O)c3cnc[nH]3)CC2)c1 is entered as 3%
# KAT2A inh, CCC(CC)NC(=O)c1ccc2c(c1)OCCO2 is entered as -8%
# KAT2A inh, CC1Cc2ccccc2N1C(=O)CO/N=C/c1ccc(OC(F)F)cc1 (stereo unspecified) is entered as -5%

# New compounds follow
# Results follow in this order: DT40 TDP1 no CPT, KAT2A inh, TDP1 inh
O=C(NCCc1ccccc1)c1ccc2c(c1)OCCO2
 : -15%, -17%, 2%
O=S(=O)(/C=C/c1ccccc1)NCc1ccccc1Cl
 : -14%, -5%, 8%
CCOC(=O)C(C)Sc1nc(-c2ccccc2)nc2ccc(F)cc12 (stereo unspecified)
 : ?, -16%, 2%
Cc1ccc(Cn2nnnc2CN2CCC(O)(c3ccccc3F)CC2)cc1
 : -26%, -2%, 5%
CCCCOC(=O)c1ccc(NC(=O)CN2C(=O)NC3(CCCCCC3)C2=O)cc1
 : 8.2µM*, -14%, 3%
N#Cc1ccc(/C=N/NC(=O)c2cccc(S(=O)(=O)N3CCOCC3)c2)cc1
 : -9%, -3%, 3%
CCN(CC)S(=O)(=O)c1ccc(F)c(C(=O)OC2CC(C)OC2=O)c1 (stereo unspecified)
 : -11%, 0%, 6%
CCc1nnc(NS(=O)(=O)c2ccc(NS(=O)(=O)c3ccccc3)cc2)s1
 : -9%, 1%, 2%
CCn1c(O)c(N=NC(=O)CNc2ccc(C)cc2)c2ccccc21
 : ?, -6%, 8%
CCN(CC)C(=O)Cn1c(=O)cc(C)c2c(C)nn(-c3ccc(C)cc3)c21
 : 5%, -10%, 5%
Fc1c(F)c(F)c(SCn2cc(Br)cn2)c(F)c1F
 : ?, 0%, -10%
CC(C)CN1CC[C@@]2(CCCN(C(=O)c3cccc(F)c3)C2)C1
 : -2%, -7%, .
O=C(CCC(=O)N1CCOc2ccc(Cl)cc21)NCCN1CCOCC1
 : -4%, ?, .
CCCn1c(SCC(=O)N2CCCCC2)nnc1C(C)C
 : ?, -5%, 3%
CCOCCc1c(O)nc(SCCOc2ccc(C)c(C)c2)[nH]c1=O
 : -9%, -1%, -1%
C[C@]12c3[nH]c4cc(-c5ccco5)ccc4c3CCN1C(=O)[C@@H](CC(=O)NCc1cccc(C(F)(F)F)c1)C[C@@H]2C(=O)N1CCCCC1
 : 26µM*, -14%, 4%[56.1 µM]
Cc1ccccc1N1C(N)=NC(N)=NC1(C)C
 : ?, -9%, 5%
O=C(Cn1nnc(-c2ccccc2NC(=O)c2ccco2)n1)NC1CCCCC1
 : ?, 1%, 1%
COc1cc(C(=O)OCC(C)=O)ccc1OCc1c(C)noc1C
 : ?, -11%, 1%
COc1ccc(NC(=O)Nc2cc(-c3cn4cccnc4n3)ccc2OC)cc1
 : ., -27%, 3%
CCOc1ccc(-c2nnc(NC(=O)Cc3ccc(OC)cc3)o2)cc1
 : -20%, -1%, .
COc1ccccc1NC(=O)CCN1C(=O)/C(=C\c2cc(OC)c(OC)c(OC)c2)SC1=S
 : ?, ?, 2%

# Assay outcomes as filed in PubChem BioAssay.

# Not all compounds are listed; count on the stated rates, not on these rows.
